Screening results from PubChem.
TAAR1 ag – agonists of human TAAR1; activation, % at 3 µM; hit rate 0.99% among 360,000; Q96RJ0; CHO RD-HGA16 TAAR1, Fluo-8 calcium fluorescence; vehicle wells 0%, saturating PEA agonist 100%;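 active = activation above the mean activation of all test compounds in the run plus 3 SD, cut at about 38% in these data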
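System: CHO RD-HGA16 cells carrying human TAAR1 plus Gα16; Incubation: 17-24 h seeding, 75 min 37 °C dye, 30 min RT; Measured by: Fluo-8 fluorescence, 5 s baseline then 140 s kinetic read; Control set: DMSO and PEA EC100; Replication: single well for each compound.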
CHO-K1 Ca antag – nonselective inhibitor or artifact in parental CHO-K1 cells. ATP-induced calcium, Fluo-8 fluorescence. inhibition, % at 3 µM. hit rate 0.6% among 360,000. AID 602250;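 active = inhibition above a per-plate cutoff, the plate's mean sample inhibition plus 3 SD, cut at about 24% in these data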;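 also: 0% = DMSO plus EC80 ATP and 100% = DMSO alone without ATP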
TAAR1 antagonist – human TAAR1 antagonism; CHO RD-HGA16 TAAR1, Fluo-8 calcium fluorescence, antagonist; hit rate 1.5% among 360,000; inhibition, % at 3 µM; Q96RJ0;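 active = inhibition above a per-plate cutoff, the mean inhibition of test compounds on that plate plus 3 SD, cut at about 49% in these data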;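 also: 0% = DMSO plus EC80 beta-PEA response and 100% = DMSO alone without agonist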
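Test system: RD-HGA16 CHO cells with stable hTAAR1 and Gα16 / Probe or stimulus: EC80 β-phenethylamine stimulus / Times: seeding 17-24 h prior, 75-min 37 °C, 30-min RT dye loading / Detection: Fluo-8 calcium-sensitive fluorescence / Read-out basis: % inhibition scaled between DMSO and EC80 PEA controls / Repeats: singlicate, one well per test compound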
CHRM1 agonist – agonists of human M1 muscarinic receptor; hit rate 0.33% among 360,000; P11229; CHO-K1 hM1, Fluo-8 calcium fluorescence, agonist mode; 0% DMSO, 100% acetylcholine EC100; AID 588814; activation, % at 3 µM;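 active = activation above the run's mean compound activation plus 3 SD, cut at about 16% in these data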;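 also: peak over basal fluorescence ratio within a 140 s kinetic read after compound addition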
Target sequence (P11229 whole entry, looked up): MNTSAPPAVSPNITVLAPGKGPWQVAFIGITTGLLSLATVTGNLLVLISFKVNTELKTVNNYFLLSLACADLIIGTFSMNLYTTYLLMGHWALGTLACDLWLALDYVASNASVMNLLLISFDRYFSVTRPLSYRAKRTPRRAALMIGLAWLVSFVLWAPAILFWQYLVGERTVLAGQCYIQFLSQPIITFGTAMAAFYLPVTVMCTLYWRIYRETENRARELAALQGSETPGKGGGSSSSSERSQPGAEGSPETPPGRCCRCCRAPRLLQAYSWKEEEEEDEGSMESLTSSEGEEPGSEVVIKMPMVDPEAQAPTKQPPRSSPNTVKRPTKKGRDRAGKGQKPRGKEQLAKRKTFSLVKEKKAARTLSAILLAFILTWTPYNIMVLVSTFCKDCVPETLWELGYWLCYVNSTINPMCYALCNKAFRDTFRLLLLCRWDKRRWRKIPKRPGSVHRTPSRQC
CHO parental Ca – counter-screen for OX1R antagonists: effect in parental CHO cells; parental CHO-K1, ATP-induced calcium, Fluo-8 fluorescence; inhibition, % at 5.6 µM; hit rate 0.63% among 330,000; AID 463079;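 active = inhibition above that plate's mean sample inhibition plus 3 SD, cut at about 26% in these data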;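 also: 0% = ATP-challenged DMSO wells and 100% = DMSO wells without ATP; some compounds past the cut are filed as inactive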
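Material: Parental CHO cells | Reagent: ATP | Compound dosing: Single nominal dose of 5.6 µM per compound | Detection: Intracellular calcium via Fluo-8 no-wash fluorescent dye | Read-out: % inhibition of ATP-induced calcium mobilization | Benchmarks: Low control ATP plus DMSO, high control DMSO only | Replicates: Singlicate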
CHO-K1 Ca ag – nonselective activator or artifact in parental CHO-K1 cells. hit rate 0.48% among 360,000. activation, % at 3 µM. Fluo-8 calcium fluorescence; scaled to maximal ATP response, vehicle zero. AID 602248; in the data active = activation above about 15%;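 also: untransfected CHO-K1 host cells lacking M1 receptor as counterscreen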
V1aR counter – activates human V1a receptor in oxytocin agonist counter-screen; P37288; CHO-V1R cells, Fluo-8 calcium fluorescence, agonist mode; 0% DMSO, 100% 3 nM vasopressin; activation, % at 3 µM; hit rate 0.25% among 320,000; AID 2797;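 active = activation above the mean activation of all tested compounds plus 3 SD, per screening run, cut at about 20% in these data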;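 also: signal is peak over basal fluorescence ratio across a 100 second FLIPR read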
OXTR potentiate – potentiators of human oxytocin receptor. CHO-OTR cells, Fluo-8 calcium fluorescence, potentiator mode; 0% = oxytocin EC15, 100% = EC100. activation, % at 3 µM. hit rate 0.061% among 320,000;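 active = activation above that plate's cutoff, the mean activation of tested compounds plus 3 SD, cut at about 6.6% in these data, passing the limit was not always enough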;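 also: 100% uses oxytocin at 75 nM as the full agonist control; some results filed as inactive read as strong as hits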
Target sequence (P30559 whole entry, looked up): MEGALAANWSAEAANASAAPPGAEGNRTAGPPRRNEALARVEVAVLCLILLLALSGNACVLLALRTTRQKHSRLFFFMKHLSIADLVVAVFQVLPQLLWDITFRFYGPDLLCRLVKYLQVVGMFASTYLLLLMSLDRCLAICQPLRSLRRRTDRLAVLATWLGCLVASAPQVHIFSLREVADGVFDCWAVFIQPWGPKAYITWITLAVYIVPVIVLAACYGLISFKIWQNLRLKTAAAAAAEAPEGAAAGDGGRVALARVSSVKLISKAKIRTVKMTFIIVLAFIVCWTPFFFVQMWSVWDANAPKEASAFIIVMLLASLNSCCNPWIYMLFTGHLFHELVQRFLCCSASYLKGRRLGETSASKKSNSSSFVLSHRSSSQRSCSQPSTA
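Material: human OTR in CHO cells. Compound: 3.0 µM, one dose. Timing: compound 6 min at room temperature before oxytocin, 100 s read. Evaluation: % activation of max/min ratio relative to oxytocin controls. Replication: single well per compound, singlicate. Signal: Fluo-8 calcium dye fluorescence.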
M1 PAM parental – nonselective activator or artifact in parental CHO-K1 calcium assay. ATP EC20, Fluo-8 calcium fluorescence; 0% at ATP EC20, 100% at ATP max. activation, % at 3 µM. hit rate 0.02% among 360,000;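 active = activation above the run cutoff, the mean activation of all test compounds plus 3 SD, cut at about 40% in these data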;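 also: peak over basal fluorescence ratio in a 140 s read after ATP addition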
Starred values were filed as active, the others as inactive; . = not tested or not shown.

Every second line gives: TAAR1 ag, CHO-K1 Ca antag, TAAR1 antagonist, CHRM1 agonist, CHO parental Ca, CHO-K1 Ca ag, V1aR counter, OXTR potentiate, M1 PAM parental
Cc1cc(NC(=O)CSCC(=O)N2CCN(c3cccc(C(F)(F)F)c3)CC2)no1
 : 1, -1, 0, -3, -8, 2.6, 5.2, -14, 4
CCN(CC)S(=O)(=O)c1cc(NC(=O)COC(=O)c2c(C)noc2C)ccc1C
 : 10, -12, -9, 1, -14, 4.5, 5.2, -8, -1
O=C(c1cccc(S(=O)(=O)N2CCOCC2)c1)N1CCN(S(=O)(=O)c2cccc([N+](=O)[O-])c2)CC1
 : 5, 1, -17, -5, ., 0.2, ., ., -12
N#Cc1ccc(COC(=O)c2ccccn2)cc1
 : 1, ., -23, ., -12, ., 0.8, -12, .
Cc1nc2scc(C)n2c(=O)c1S(=O)(=O)N1CCN(c2ccccn2)CC1
 : -1, 4, -5, -3, -28, 2.6, 1.0, 4, -7
CCSc1ncc(/C=N/Nc2ccccc2)n1C
 : 16, -10, -9, -4, -28, 0.9, 0.2, -12, 13
Cc1sc2c(c1C)CN(CCN1CCOCC1)CN2C(=O)c1ccccc1
 : -1, 0, 8, -6, -28, -0.3, 0.2, 5, -8
O=C(c1ccccc1)c1cc(-c2ccccn2)c(N2CCOCC2)s1
 : 8, 3, 12, -4, -3, 1.1, -0.4, -2, 23
Cc1ccc(-c2nc3cc(C)ccc3o2)cc1
 : -4, -11, -19, -1, -5, 1.1, -0.1, -14, 16
CCCN(Cc1cc2cccc(C)c2[nH]c1=O)S(C)(=O)=O
 : ., 1, ., -6, -14, 0.3, 0.2, -6, 6
CCOc1ccc2nc(NC(=O)CS(=O)(=O)c3ccccc3)sc2c1
 : 0, -3, 10, -3, -2, 1.5, 0.9, -7, 13
Cc1ccc(NC(=O)CSc2ncccn2)c([N+](=O)[O-])c1
 : 4, -6, 4, -8, 0, 1.1, 0.5, -16, 20
CCCC(C(=O)NCC1CCCO1)N(Cc1ccco1)C(=O)CNS(=O)(=O)c1ccccc1 (configuration not stated)
 : 3, -12, -7, -4, -6, 0.3, 0.8, -10, 19
O=C(O)c1ccccc1C(=O)Nc1ccc(S(=O)(=O)NC2CCCCC2)cc1
 : 1, -2, 1, -15, -1, 1.3, 4.1, -8, 5
COCCN1C(=S)NC(c2cccc(C(F)(F)F)c2)C(C(=O)N2CCOCC2)=C1C (configuration not stated)
 : 0, -9, -6, -4, 8, 0.9, -0.9, -13, 10
Cc1cc(NS(=O)(=O)c2ccc(C3CCCCC3)cc2)no1
 : 5, -11, -10, -8, 3, 0.3, 1.3, -7, 14
Cc1cc(-n2cnc(-c3cn[nH]c3C)n2)no1
 : 1, -8, -15, 1, -4, -0.2, 0.9, -5, 10
Cc1cc(NC(=O)CSc2[nH]c(=O)cc(C(F)(F)F)c2C#N)no1
 : 11, -7, -11, 7, 0, -0.2, 0.0, 0, 0
CCCc1sc(N2CCCC(C(N)=O)C2)nc1-c1ccccc1 (configuration not stated)
 : 9, -3, -31, -14, -9, 0.1, -0.9, 0, 16
CCCOc1ccc(Cl)cc1CNc1ccccc1
 : -3, 2, -11, -10, -26, -0.1, -0.8, -10, 6
Cc1cccc(C)c1OCC(=O)NNC(=O)c1ccoc1C
 : 8, -8, -5, 0, -23, 0.5, 5.0, -11, -5
CC1=CC(=O)OC1Cc1ccncc1 (configuration not stated)
 : 8, -5, -6, -1, 6, 0.6, 0.2, -13, 8
C=C(C)CN(CC)C(=O)CSc1ccc(S(=O)(=O)N2CCN(C)CC2)cn1
 : 0, -4, 3, -4, ., 0.6, ., ., -3
Cc1ccc2nc3ccc(N4CCN(C)CC4)nn3c(=O)c2c1
 : -3, 3, 3, -2, -13, 0.2, -0.6, -7, -2
COc1ccc(NC(=O)c2cc3c(COC(C)=O)cnc(C)c3oc2=Nc2cccc(C(=O)O)c2)c(OC)c1
 : ., -1, ., 4, -4, -0.9, 0.6, -15, -12
C=CCNC(=O)c1c(N)n(-c2ccc3c(c2)OCO3)c2nc3ccccc3nc12
 : 12, -15, -8, -12, -5, 1.3, 0.6, -4, 7
CCCC(=O)N1CCC1(C)C(=O)Nc1cc(OC)ccc1OC (configuration not stated)
 : ., -9, ., 0, ., 0.5, ., ., 1
Cc1cc2cc3c(cc2nc1SCC(=O)Nc1ccccc1)CCC3
 : 7, -19, 7, -2, -1, 0.6, 0.2, -5, 15
COCCNc1ccc([N+](=O)[O-])cc1C(=O)Nc1cccc(C)n1
 : -1, -11, -17, -6, -16, 0.3, 0.6, -2, 17
COc1ccc(C)cc1Nc1nc(-c2ccccc2O)nc2ccccc12
 : -1, 6, -13, -3, -4, 0.7, 0.7, -11, -11

Taken from the results shown, five compounds:
Every second line gives: TAAR1 ag, CHO-K1 Ca antag, TAAR1 antagonist, CHRM1 agonist, CHO parental Ca, CHO-K1 Ca ag, V1aR counter, OXTR potentiate, M1 PAM parental
Cc1cc(NC(=O)CSCC(=O)N2CCN(c3cccc(C(F)(F)F)c3)CC2)no1
 : 1, -1, 0, -3, -8, 2.6, 5.2, -14, 4
CCN(CC)S(=O)(=O)c1cc(NC(=O)COC(=O)c2c(C)noc2C)ccc1C
 : 10, -12, -9, 1, -14, 4.5, 5.2, -8, -1
O=C(c1cccc(S(=O)(=O)N2CCOCC2)c1)N1CCN(S(=O)(=O)c2cccc([N+](=O)[O-])c2)CC1
 : 5, 1, -17, -5, ., 0.2, ., ., -12
N#Cc1ccc(COC(=O)c2ccccn2)cc1
 : 1, ., -23, ., -12, ., 0.8, -12, .
Cc1nc2scc(C)n2c(=O)c1S(=O)(=O)N1CCN(c2ccccn2)CC1
 : -1, 4, -5, -3, -28, 2.6, 1.0, 4, -7

Continued.
Every second line gives: TAAR1 ag, CHO-K1 Ca antag, TAAR1 antagonist, CHRM1 agonist, CHO parental Ca, CHO-K1 Ca ag, V1aR counter, OXTR potentiate, M1 PAM parental
CN(C)/C=C1\C(=O)Oc2ccccc2C1=O
 : -1, 24, -22, 3, 8, 0.1, -0.3, -8, -4
CCN(CC)c1nc2c3c(nc4c(c3c1C#N)CC(=O)N4c1ccc(Cl)cc1)NC(C)=N2
 : -1, 3, -3, -9, -1, -0.6, -0.6, -2, 8
O=C(CSc1n[nH]c(=O)[nH]c1=O)Nc1ccc(C(=O)O)cc1
 : 0, -3, -7, -2, 0, 8.3, 0.8, -4, 22
CN(C(=O)CCN1C(=O)C2C3C=CC(C3)C2C1=O)c1ccccc1 (configuration not stated)
 : 3, -12, -1, -6, 9, 0.4, 0.4, -10, 16
O=C(c1ccco1)N1CCCC(c2nc3c(nnn3Cc3ccc(F)cc3)c(=O)[nH]2)C1 (configuration not stated)
 : -1, 3, -23, -4, -17, 0.0, -0.2, -13, -10
CCOc1ccc(/C(CCC(=O)O)=N/NC(=S)NCCc2ccccc2)cc1
 : 15, -18, -8, 0, -21, -0.1, -1.2, -1, 9
O=C(NC1CC1)c1ccc2c(c1)C1C3CCC(C3)C1C(c1ccccc1)N2 (configuration not stated)
 : 0, 4, -14, -8, -30, 0.2, 2.0, 2, -3
O=C(NCc1ccc(Cl)cc1Cl)c1ccc2nc[nH]c2c1
 : 4, -10, -2, -6, -12, 1.3, 1.0, -8, 20
CC(OC(=O)CN1C(=O)c2ccccc2C1=O)C(=O)NC1CCCCC1 (configuration not stated)
 : 1, 1, 3, -2, -20, 0.0, -0.3, -3, -4
NC(=O)[C@@H]1CC2(CC(c3cccc(NC(=O)COc4ccc(Cl)cc4)c3)=NO2)CN1C(=O)c1ccccc1 (some centres not stated)
 : 3, -9, 0, -6, -22, 0.6, -0.9, -2, 8
Cc1cccn(Cc2c(F)cccc2Cl)c1=O
 : 0, 5, -12, -1, -4, 0.8, 1.0, -6, -13
COc1ccccc1NC(=O)C(C)NS(=O)(=O)c1ccc(F)cc1 (configuration not stated)
 : 6, -11, -3, -3, -2, 0.5, -1.5, -17, 16
CC(C)[C@H](NC(N)=O)C(=O)Nc1ccc(F)c(Cl)c1
 : 1, -12, -18, -4, -11, 0.8, 1.0, -2, 11
O=Cc1c[nH]c2ccc(S(=O)(=O)N3CCCCC3)cc12
 : 2, 0, -9, 0, ., 1.2, ., ., 2
O=C1CC2CCCC(C1)S2=O (configuration not stated)
 : 2, 9, -15, -2, ., 0.3, ., ., -4
CC12CCC(=O)N1C(C(=O)Nc1ccc(F)cc1)CS2 (configuration not stated)
 : 2, -2, -31, -1, 8, 0.7, 0.6, -6, -17
O[C@@H]1CN(CC2CCCCC2)[C@@H](c2ccccc2)C[C@H]1n1cc(C2CC2)nn1
 : -1, -4, -28, 0, ., 0.1, ., ., 15
CCOC(=O)C1=C(C)C/C(=N\NC(=O)c2ccccc2O)CC1
 : -1, -2, -11, 3, -10, 1.4, 0.5, 0, 12
CCCn1c(N2CCN(CC(=O)NCc3cccs3)CC2)nc2ccccc21
 : 2, -9, 7, -2, -1, 1.6, 0.8, -7, 25
COc1ccccc1CNS(=O)(=O)c1ccc2c(c1)N(C(C)=O)CC(C)S2 (configuration not stated)
 : 6, 2, 9, 0, -9, 9.8, 11, -14, -7
COc1ccc(S(=O)(=O)NCc2cn3c(C)csc3n2)cc1F
 : 1, -4, -1, 1, -2, 0.6, -0.3, 0, 25
CC(=O)c1cccc(NC(=S)N2CCN(S(=O)(=O)c3ccc(F)cc3)CC2)c1
 : 6, 7, 14, -2, -10, 1.2, 0.7, -12, -6
